# Screening data (PubChem)
# MrgX1 antagonist: blocks BAM8-22 activation of human MrgX1 receptor; B-score at 10 µM; MRGX1-HEK293 calcium flux, Fluo-4, BAM8-22 antagonism; active compounds read low; Q96LB2; AID 588676; 1.3% of 310,000 active;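 active = calcium-response B-score plate-corrected more than 3 library SD below zero, starting fluorescence within 5 deviations, no agonist response on first addition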;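 note: peak minus trough fluorescence over baseline after final BAM8-22 challenge near maximal dose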
# Target sequence (Q96LB2 whole entry, looked up): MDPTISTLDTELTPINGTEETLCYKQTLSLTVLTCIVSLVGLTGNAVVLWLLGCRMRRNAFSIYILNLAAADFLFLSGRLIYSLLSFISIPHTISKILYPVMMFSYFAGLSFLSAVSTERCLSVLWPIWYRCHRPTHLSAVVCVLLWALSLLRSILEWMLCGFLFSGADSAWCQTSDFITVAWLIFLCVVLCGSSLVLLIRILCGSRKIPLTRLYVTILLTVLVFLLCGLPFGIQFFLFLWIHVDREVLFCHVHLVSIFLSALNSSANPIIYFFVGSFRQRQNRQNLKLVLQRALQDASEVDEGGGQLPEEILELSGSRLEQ
# MrgX1 ag: human MrgX1 receptor agonism, primary screen. 0.44% of 310,000 active. MrgX1-HEK293 cells, Fluo-4 calcium fluorescence, agonist mode; active compounds read high. Q96LB2. B-score at 10 µM. AID 588627;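 active = calcium response B-score plate-corrected fluorescence ratio at least 3 library SD, with starting fluorescence B-score inside 5 SD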
#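 Material – MrgX1-expressing HEK293 cells · Input – 15,000 cells seeded per well · Dosing – compound as first of three additions · Times – overnight seeding, then 1 h dark dye loading · Measured by – kinetic Fluo-4 NW fluorescence of intracellular calcium · Read-out – B-scored fluorescence response ratio · Benchmarks – positive and negative control wells on each plate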
# TRPC6 inh: blocks the mouse TRPC6 cation channel. Q61143. HEK293-TRPC6, membrane potential dye, ACh-evoked depolarization; active compounds read low. B-score at 10 µM. 1.1% of 310,000 active. AID 2553;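 active = B-score under library mean minus 3 SD, initial fluorescence not abnormally high, positive integrated signal ratio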;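 note: B-score derived from integrated fluorescence ratio over the kinetic read; more negative B-score means stronger inhibition of depolarization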
# SKKanGAS inh: blocks kanamycin growth of S. pyogenes SKKanGAS strain; BacTiter-Glo, 6 h; inhibition, % at 7.5 µM; 1.3% of 300,000 active;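 active = mean replicate score, as percent of positive control median, at least 50; inconclusive = mean below 50 but one replicate at or above 50; inactive = mean and every replicate below 50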;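 note: strain carries kanamycin resistance gene driven by streptokinase promoter and grows in 40 µg/ml kanamycin; loss of luminescence reflects streptokinase promoter inhibition or plain growth inhibition; 0% = median of DMSO wells and 100% = positive control at its reference dose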
# ANO1 block: blocks the mouse calcium-activated chloride channel TMEM16A. AID 588511. Q8BHY3. HEK293 TMEM16A/YFP iodide influx fluorescence, ionomycin. 1.2% of 310,000 active. normalized B-score (activity score, 25-100; higher = stronger inhibition) at 10 µM;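 active = ratio plate-corrected score three or more library SD toward inhibition, starting fluorescence score within five deviations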;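 note: score derived from kinetic fluorescence span divided by baseline fluorescence per well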
# TRPC6 activator: activates the mouse TRPC6 cation channel | Q61143 | HEK293-TRPC6 membrane potential dye fluorescence; active compounds read high | B-score at 10 µM | 0.13% of 310,000 active;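 active = B-score of the integrated fluorescence ratio above library mean plus 3 SD, and starting fluorescence ratio within library mean plus 5 SD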;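 note: higher score means more depolarization so channel activation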
# HDAC3 inhib: human HDAC3 inhibition; recombinant HDAC3, fluorogenic peptide/trypsin coupled, fluorescence; inhibition, % at 8.3 µM; O15379; 0.15% of 320,000 active; in the data active = inhibition above about 26%, passing the limit was not always enough; inconclusive = no clear call, values can overlap the other calls
# Target sequence (O15379 whole entry, looked up): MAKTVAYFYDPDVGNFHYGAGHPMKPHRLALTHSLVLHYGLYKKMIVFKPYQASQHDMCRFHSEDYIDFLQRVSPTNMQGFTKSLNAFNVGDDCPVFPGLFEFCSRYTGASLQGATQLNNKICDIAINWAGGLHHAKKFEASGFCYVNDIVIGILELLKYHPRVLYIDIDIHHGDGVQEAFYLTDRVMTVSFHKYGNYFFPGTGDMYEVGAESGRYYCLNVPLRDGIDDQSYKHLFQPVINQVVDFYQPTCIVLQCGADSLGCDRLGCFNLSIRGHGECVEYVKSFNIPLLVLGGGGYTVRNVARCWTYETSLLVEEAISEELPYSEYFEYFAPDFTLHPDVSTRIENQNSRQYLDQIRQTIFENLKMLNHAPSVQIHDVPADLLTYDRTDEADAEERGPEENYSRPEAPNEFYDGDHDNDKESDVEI
# RGS4 block: inhibitors of human RGS4 | P49798 | 0.45% of 310,000 active | HEK293 M3R/RGS4 inducible, Fluo-4 calcium flux; active compounds read high; triggered by carbachol at its EC20 | B-score at 10 µM | AID 463165;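 active = B-score, a plate-corrected calcium signal, over three deviations above library mean, with baseline fluorescence within five deviations of library mean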;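 note: RGS4 expression induced by doxycycline in cells with stable M3 receptor; B-score is computed from the integrated fluorescence ratio over baseline after carbachol; higher B-score means a larger calcium signal and so more RGS4 inhibition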
# Target sequence (P49798 whole entry, looked up): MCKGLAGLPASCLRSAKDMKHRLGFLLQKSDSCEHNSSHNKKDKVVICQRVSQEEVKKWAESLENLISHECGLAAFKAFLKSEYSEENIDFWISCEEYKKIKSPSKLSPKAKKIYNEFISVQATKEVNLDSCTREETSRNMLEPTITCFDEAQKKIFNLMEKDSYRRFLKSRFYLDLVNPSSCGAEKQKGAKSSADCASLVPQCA
# ANO1 activ: activators or potentiators of mouse TMEM16A chloride channel; B-score at 10 µM; Q8BHY3; 0.3% of 340,000 active; HEK293 TMEM16A/YFP-H148Q/I152L, iodide quench fluorescence; active compounds read low;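 active = fluorescence-ratio B-score plate-corrected deviation score at least 3 library SD below zero, with starting fluorescence score within 5 deviations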;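 note: channel opened by trigger with iodide after compound preincubation; score built on the fluorescence ratio of max minus min over baseline; more negative score means more quench and so TMEM16A activation or potentiation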
# RGS4 pot: RGS4 potentiation or activation | HEK293 M3R/inducible RGS4, carbachol calcium flux Fluo4; active compounds read low | 0.92% of 310,000 active | AID 463111 | B-score at 10 µM;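 active = B-score of the integrated calcium signal more than 4 SD below the library mean, with starting fluorescence not abnormally high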;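 note: negative B-score means reduced calcium response which marks RGS4 activation or potentiation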
#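 Also added: carbachol at ECmax as muscarinic agonist stimulus; Assay system: HEK293 cells with stable M3R and inducible RGS4; Timing: overnight RGS4 induction, 30 min dye load 37 °C, 20 min compound RT; Measured by: Fluo4-AM (2 µM) calcium-flux fluorescence, kinetic read.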
# MrgX1 PAM: allosterically activates human MrgX1 receptor signaling | MrgX1-HEK293, Fluo-4 calcium flux, FDSS; active compounds read high | 0.63% of 310,000 active | B-score at 10 µM;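 active = plate-corrected calcium response at least 3 library SD above typical, normal starting fluorescence, not activating the receptor alone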;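 note: compound read alongside a low EC10 to EC30 dose of BAM8-22 agonist; peak minus trough fluorescence over baseline measured at the second addition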
# * marks the source's active call; other numbers are inactive results; i = inactive; u = inconclusive; x = no result given; & = joins results of further samples.
SMILES,MrgX1 antagonist,MrgX1 ag,TRPC6 inh,SKKanGAS inh,ANO1 block,TRPC6 activator,HDAC3 inhib,RGS4 block,ANO1 activ,RGS4 pot,MrgX1 PAM
CCOC(=O)C1C(=O)NC(N2CCOCC2)=NC1C(C)C (stereo not drawn),i,i,i,9,i,i,-11,i,i,i,i
Cc1ccc(-n2ncc(C(=O)O)c2C2CCN(C(=O)OC(C)(C)C)CC2)cc1,i,i,i,7,i,i,-1,i,i,i,i
CC(C)C(=O)Nc1nnc(SCC(=O)Nc2ccc3c(c2)OCO3)s1,i,i,i,5,i,i,-3,i,i,i,i
O=C(CCSCCc1ccccn1)Nc1ccccn1,i,i,i,2,i,i,-1,i,i,i,i
Cc1nnc2sc(-c3ccccn3)nn12,i,i,i,8,i,i,-1,i,i,i,i
COc1cc(OC)c(C(=O)OC(C)C(=O)Nc2cccc(C(F)(F)F)c2)cc1OC (stereo not drawn),i,i,i,4,i,i,-1,i,i,i,i
CCN(CC)C(=O)CSc1nc2c(sc(=S)n2-c2ccccc2)c(=O)n1-c1ccc(OC)cc1OC,i,i,i,2,i,i,-3,i,i,i,i
COCC(C)NC(=O)C(C)Oc1ccccc1 (stereo not drawn),i,i,i,2,i,i,0,i,i,i,i
O=C(NCCN1C(=O)S/C(=C\c2cccnc2)C1=O)c1cccc(OC(F)F)c1,i,i,i,-1,i,i,-3,i,i,i,i
Cc1ccc(C)c(OCC(=O)Nc2ccncc2)c1,i,i,i,5,i,i,0,i,i,i,i
O=C(c1ccccc1)c1ccc(O)cc1O,i,i,i,-4,i,i,2,i,i,i,i
CCOC(=O)C1=C(COC(=O)CNC(=O)c2ccc(C(C)(C)C)cc2)NC(=O)NC1C (stereo not drawn),i,i,i,-2,i,i,0,i,i,i,i
Cc1noc(C)c1C(=O)OCC(=O)Nc1ccccc1C(=O)NC(C)c1ccccc1 (stereo not drawn),i,i,i,-5,i,i,-10,i,i,i,i
CC1(C)CC(=O)C(C(=O)CCCCC(=O)C2C(=O)CC(C)(C)CC2=O)C(=O)C1,i,i,i,0,i,i,11,i,i,i,i
CCc1nnc(NC(=O)[C@@H]2CCCN2S(=O)(=O)c2ccc3c(c2)OCCO3)s1,i,i,i,3,i,i,u,i,i,i,i
Fc1ccc(CSc2nsc(SCc3ccc(F)cc3)n2)cc1,i,i,i,25,i,i,-3,i,i,i,i
O=C(O)CCN1C(=O)c2ccccc2Sc2ncccc21,i,i,i,-1,i,i,9,i,i,i,i
O=C(Nc1ccc(F)c(Cl)c1)c1ccccc1,i,i,x,x,i,x,5,x,i,x,i
O=C(N/N=C/c1ccc(COc2ccc(Br)cc2)o1)c1ccco1,i,i,i,-3,i,i,-1,i,i,i,i
COC(=O)C1=C(C)N(Cc2ccccc2)C(=O)N[C@H]1c1ccccc1,i,i,i,-1,i,i,2,i,i,i,i
CCc1nn(C)c(N)c1C,i,i,i,7,i,i,6,i,i,i,i
Cc1ccc(S(=O)(=O)N2CCN(C(=O)c3c(-c4ccccc4)noc3C)CC2)cc1C,i,i,i,-1,i,i,0,i,i,i,i
COCCNC(=O)c1nn(-c2cc(OC)cc(OC)c2)c(=O)c2ccccc12,i,i,i,0,i,i,1,i,i,i,i
Nc1cc(=O)[nH]c(SCC(=O)Nc2ccccc2Sc2ccc(Cl)cc2)n1,i,i,i,-3,i,i,-2,i,i,i,i
Cc1cc(N)n(-c2cc(C)c3ccccc3n2)n1,i,i,i,7,i,i,2,i,i,i,i
C=CCc1cc(C=O)cc(OCC)c1OCc1ccc(Cl)cc1,i,i,i,8,i,i,6,i,i,i,i
COC(=O)c1cc2occc2n1CC(=O)Nc1ccc(C)cc1C,i,i,i,5,i,i,3,i,i,i,i
O=C(Nc1ccccc1N1CCN(C(=O)c2ccccc2)CC1)c1cc2ccccc2o1,i,i,x,x,i,x,0,x,x,x,i
Cc1ccc(SCC(=O)NC2CCCCCC2)cc1,i,i,i,4,i,i,1,i,i,i,i
CCOC(=O)c1ccccc1NC(=O)Cn1cnc2c(cnn2-c2ccccc2)c1=O,i,i,i,-5,i,i,-9,i,i,i,i
Cc1cccc(CSCc2ccc(C(=O)NC3CCCC3)o2)c1,i,i,i,-1,i,i,-5,i,i,i,i
CCn1nc(C)c(/C=N\NC(=O)c2ccc3c(c2)OCO3)c1C,i,i,i,6,i,i,3,i,i,i,i
C=CCOc1nc2c(c(=O)n(C)c(=O)n2C)n1Cc1ccccc1Cl,i,i,i,-3,i,i,-9,i,i,i,i
Cc1cccc(C(=O)Nc2nnc(C3=COCCO3)o2)c1,i,i,i,-3,i,i,-4,i,i,i,i
Fc1ccc(NC(=S)N2CCCC2)cc1,i,i,i,2,i,i,-4,i,i,i,i
O=C(/C=C/c1ccc(F)cc1)Nc1ccc(S(=O)(=O)N2CCOCC2)cc1,i,i,i,0,i,i,-7,i,i,i,i
CS(=O)(=O)Nc1ccc(C(=O)NCCSc2ccc(Cl)cc2)cc1,i,i,i,-4,i,i,-9,i,i,i,i
CSc1ncccc1C(=O)N(C)CC(=O)Nc1ccc(Cl)c(C(F)(F)F)c1,i,i,i,-2,i,i,0,i,i,i,i
O=C1CN(C(=O)c2cc(F)cc(F)c2)c2ccccc2N1,i,i,i,0,i,i,6,i,i,i,i
O=C(CN1CCN(c2ccccn2)CC1)Nc1cccc(Br)c1,i,i,i,-1,i,i,6,i,i,i,i
CC1CN(C(=O)CCc2ccccc2)C(C)CN1C(=O)CCc1ccccc1 (stereo not drawn),i,i,i,1,i,i,5,i,i,i,i
COc1cccc(C2Cc3ccccc3C(=O)O2)c1 (stereo not drawn),i,i,i,-7,i,i,2,i,i,i,i
CNCCCC12CCC(c3ccccc31)c1ccccc12,i,i,i,1&-2&2,i,i,-9&-2&2,i,i,i,i
O=C(Nc1cccc(-n2cnnn2)c1)c1ccc(Cl)cc1Cl,i,i,i,-7,i,i,-1,i,i,i,i
CC(=O)Oc1ccc(C2=NN(c3ccccc3)C(c3ccccc3)C2)cc1 (stereo not drawn),i,i,i,65*,i,i,-36,i,i,i,i
O=C(CCc1nc2ccccc2[nH]c1=O)N/N=C/c1ccccc1,i,i,i,-1,i,i,5,i,i,i,i
CC(C)(C)C(=O)Nc1cc(C(F)(F)F)ccc1-n1ccnc1,i,i,i,-18,i,i,1,i,i,i,i
Cc1ccccc1C1NC(=S)NC2=C1C(=O)CC(C)(C)C2 (stereo not drawn),i,i,i,-5,i,i,4,i,i,i,i
COc1cccc(C(=O)NC2CCSC2=O)c1 (stereo not drawn),i,i,i,5,i,i,7,i,i,i,i
CS(=O)(=O)c1ccc(NC(=O)c2cccc(S(=O)(=O)N3CCN(Cc4ccccc4)CC3)c2)cc1,i,i,i,2,i,i,6,i,i,i,i
CC1=CC(C)(C)Nc2ccc(OC(=O)CN3C(=O)c4ccccc4C3=O)cc21,i,i,i,-2,i,i,11,i,i,i,i
O=C(CCC(F)(F)F)N1CCCC(N2CCN(c3cccc(Cl)c3)CC2)C1 (stereo not drawn),i,i,i,-2,i,i,-3,i,i,i,i
N/C(=N\OC(=O)c1cccs1)c1cccc(Br)c1,i,i,i,-4,i,i,-5,i,i,i,i
Cc1ccc2nc3c(cc2c1)c(NC(=O)C(C)(C)C)nn3CC(C)C,i,i,i,3,i,i,-8,i,i,i,i
Cc1ccc(C)c(Nc2ncccc2C(=O)NCc2cccs2)c1,i,i,i,-14,i,i,u,i,i,i,i
Cc1cc(=O)n2nc(N3CCC(C(=O)NCC(C)c4ccccc4)CC3)sc2n1 (stereo not drawn),i,i,i,2,i,i,5,i,i,i,i
O=C(O)c1ccccc1P(=O)(c1ccccc1)c1ccccc1,i,i,i,16,i,i,-2,i,i,i,i
Cc1ccccc1Cn1cc(NC(=O)CCCn2nc([N+](=O)[O-])cc2C)cn1,i,i,i,5,i,i,-3,i,i,i,i
Cc1nnc(SCC(=O)OC2CC(C)CCC2C(C)C)[nH]c1=O (stereo not drawn),i,i,i,-3,i,i,0,i,i,i,i
COc1ccc(OCC(O)Cn2c(Br)nc3c2c(=O)[nH]c(=O)n3C)cc1 (stereo not drawn),i,i,i,-10,i,i,1,i,-28*,i,i

# Other records
SMILES,MrgX1 antagonist,MrgX1 ag,TRPC6 inh,SKKanGAS inh,ANO1 block,TRPC6 activator,HDAC3 inhib,RGS4 block,ANO1 activ,RGS4 pot,MrgX1 PAM
O=C(Nc1cccc(Cn2cccn2)c1)c1cc2c(s1)CCCC2,i,i,i,-7,i,i,10,i,i,i,i
CSc1nc2nc(-c3ccccc3)cc(=O)n2[nH]1,i,i,i,4,i,i,5,i,i,i,i
CC(C)N(C(=O)CN1C(=O)C(=O)c2ccccc21)c1ccccc1,i,i,i,-12,i,i,-3,i,i,i,i
Cc1nnc(NC(=O)C(C)Oc2ccc3c(C)cc(=O)oc3c2)s1 (stereo not drawn),i,i,i,2,i,i,-13,i,i,i,i
COc1ccc(CCN2C(=O)CC(Cc3cccc(C)c3)C2=O)cc1OC (stereo not drawn),i,i,i,-5,i,i,-2,i,i,i,i
CC(C)n1cc(CN2CCC(C(=O)Nc3ccc(Oc4ccccc4F)cc3)CC2)cn1,i,i,i,2,i,i,2,i,i,i,i
CCc1noc(C)c1C(=O)N(CCCOC)c1c(N)n(Cc2ccccc2)c(=O)[nH]c1=O,i,i,i,-2,i,i,-3,i,i,i,i
CCOC(=O)c1nnn2c1nc(Nc1cccc(C(F)(F)F)c1)c1ccccc12,i,i,i,4,i,i,-7,i,i,i,i
COc1ccccc1NC(=O)c1cccc(NC(=O)c2ccco2)c1,i,i,x,3,i,x,-2,x,i,x,i
CCN(CC)C(=O)Cn1c(=O)n(Cc2ccccc2Cl)c2c1c(=O)n(C)c(=O)n2C,i,i,i,2,i,i,-2,i,i,i,i
O=C(CC1OC(=O)c2ccccc21)Nc1cc(Cl)ccc1N1CCCC1 (stereo not drawn),i,i,i,-1,i,i,2,i,i,i,i
COc1ccc(C(c2c(C)[nH][nH]c2=O)c2c(C)[nH][nH]c2=O)cc1Br,i,i,i,-2,i,i,6,i,i,i,i
